Screening data: PubChem, National Center for Advancing Translational Sciences (NCATS)
FLuc counter: counter-screen for miR-21 project: firefly luciferase inhibitors or activators. purified FLuc, Km substrates, luminescence inhibition. Potency, µM (top dose mostly 57.5 µM), inactives show at the highest dose activity change, negative = inhibition, actives largely listed as inhibitors. hit rate 6.9% among 360,000. P08659;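 also: potency is read from the fitted curve at half-maximal effect; plate controls were vehicle for no effect and reference inhibitor for full effect; nearly all actives have a fitted effect of over 55% in size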
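Biochemical qHTS of compounds, final roughly 60 µM downward over six points, against 10 nM purified firefly luciferase using Km concentrations of substrates (10 uM D-luciferin, 10 uM ATP) in Tris acetate pH 7.5 buffer; luminescence output.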
uPA surface inh: inhibitors of cell surface uPA generation. cell surface uPA generation assay, qHTS. Potency, µM (doses to about 38.3 µM), inactives show at the top dose activity change, negative = inhibition, hits mostly inhibitors. hit rate 0.31% among 330,000; active = well fitted inhibition curve with a large enough effect; inconclusive = small, poorly fitted or top-dose-only effect; inactive = no such curve, though single readings can be large or run the other way; tested in mouse RAW 264.7 cells; also: potency is read from the fitted curve at half-maximal effect; % is scaled to controls: 0 for no effect and ±100 for the full control effect; nearly all actives have a fitted effect of over 55% in size
Tb PFK inh: T. brucei PFK enzyme inhibition. Potency, µM (top dose mostly 57.5 µM), for inactives: at the top dose activity, negative = inhibition, most hits filed as inhibitors. AID 485367. hit rate 0.17% among 330,000. T. brucei PFK, ADP-Glo luminescence. O15648;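 also: potency is read from the fitted curve at half-maximal effect; 0% = uninhibited 1x PFK enzyme wells and -100% = no-enzyme wells; nearly all actives have a fitted effect of over 60% in size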
Target sequence (O15648 whole entry, looked up): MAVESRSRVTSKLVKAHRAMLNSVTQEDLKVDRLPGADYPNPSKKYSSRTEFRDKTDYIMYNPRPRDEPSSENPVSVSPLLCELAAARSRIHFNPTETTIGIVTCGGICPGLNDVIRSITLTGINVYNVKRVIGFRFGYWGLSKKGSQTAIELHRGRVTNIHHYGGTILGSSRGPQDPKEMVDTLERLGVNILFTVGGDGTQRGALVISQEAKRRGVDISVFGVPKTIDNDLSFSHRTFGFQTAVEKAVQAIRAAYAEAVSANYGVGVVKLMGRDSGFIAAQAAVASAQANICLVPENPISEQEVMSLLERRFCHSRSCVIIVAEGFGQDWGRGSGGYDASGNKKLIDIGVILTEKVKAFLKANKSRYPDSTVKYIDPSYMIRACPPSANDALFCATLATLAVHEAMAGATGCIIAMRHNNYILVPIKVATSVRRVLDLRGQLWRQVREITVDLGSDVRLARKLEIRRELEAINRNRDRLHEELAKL
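Activity is normalized to no-enzyme wells (full inhibition) and 1.25 nM enzyme wells (no inhibition). Reaction: 0.5 mM F6P, 0.1 mM ATP, 45 min RT, ADP-Glo luminescence; concentration-response curves fitted and classed by quality.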
RORg inh: inhibitors of mouse ROR gamma transcriptional activity | P51450 | Drosophila S2 Gal4-RORgamma UAS-luciferase reporter, 20 h | Potency, µM (highest dose often 53.6 µM), without a hit: at the highest dose activity change, negative = inhibition, hits mostly inhibitors | hit rate 5.4% among 310,000 | AID 2551; also: potency is read from the fitted curve at half-maximal effect; % is scaled to controls: 0 for no effect and ±100 for the full control effect; nearly all actives have a fitted effect of over 60% in size
Target sequence (P51450 whole entry, looked up, the tested form may be a part): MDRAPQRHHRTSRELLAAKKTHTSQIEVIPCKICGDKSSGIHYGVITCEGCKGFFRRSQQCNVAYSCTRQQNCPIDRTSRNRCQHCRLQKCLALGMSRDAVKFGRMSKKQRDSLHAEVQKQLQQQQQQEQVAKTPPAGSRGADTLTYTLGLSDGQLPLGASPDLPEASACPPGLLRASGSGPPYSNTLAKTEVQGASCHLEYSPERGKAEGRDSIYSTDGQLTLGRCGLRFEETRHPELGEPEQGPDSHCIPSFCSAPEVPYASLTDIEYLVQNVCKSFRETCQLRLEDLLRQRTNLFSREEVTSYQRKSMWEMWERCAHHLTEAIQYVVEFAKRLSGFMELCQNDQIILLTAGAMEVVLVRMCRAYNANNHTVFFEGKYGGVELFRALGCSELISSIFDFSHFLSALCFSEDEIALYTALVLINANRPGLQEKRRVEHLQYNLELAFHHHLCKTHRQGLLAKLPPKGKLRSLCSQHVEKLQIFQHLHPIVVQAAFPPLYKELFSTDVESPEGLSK
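Drosophila S2 cells stably expressing Gal4-DBD/mouse RORγ fusion under metallothionein promoter plus UAS-luciferase; compound 1 h, then 700 uM CuSO4 induction for 20 h at ambient temperature; inhibition read as reduced luminescence.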
Gal4-VP16 FLuc: Gal4-VP16 reporter inhibition counter-screen; Drosophila S2 Gal4-VP16 UAS-luciferase, luminescence, 20 h; Potency, µM (top dose mostly 53.6 µM), for the others: at the highest dose activity, negative = inhibition, actives largely listed as inhibitors; hit rate 3.5% among 310,000;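 also: Gal4-VP16 expression switched on by copper sulfate through the metallothionein promoter; potency is read from the fitted curve at half-maximal effect; % is scaled to controls: 0 for no effect and ±100 for the full control effect; nearly all actives have a fitted effect of over 50% in size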
ELG1 genotoxic: induces genotoxicity in HEK293T cells with luciferase-tagged ELG1. HEK293T ELG1-luciferase reporter, luminescence, 16 h. Potency, µM (highest dose often 46 µM), for the others: top-dose activity change, positive = activation, usual class: activators. hit rate 1.3% among 330,000. AID 504466; also: potency is read from the fitted curve at half-maximal effect; % of control where 0% means no effect; nearly all actives have a fitted effect of over 60% in size
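Genotoxic stress is detected as increased luminescence from luciferase-tagged ELG1 in HEK293T cells, measured with ONE-Glo after a 16 hr treatment at 37 °C.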
Rab9 promoter act: activates the Rab9 promoter; Huh7 Rab9 promoter-luciferase reporter, luminescence, 24 h; Potency, µM (titrated, usually from 9.22 µM), for the others: at the highest dose activation, negative = inhibition, hits mostly activators; hit rate 2.8% among 320,000; also: potency is read from the fitted curve at half-maximal effect; % of control where 0% means no effect; nearly all actives have a fitted effect of over 60% in size
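Luminescence from Amplite-detected luciferase (10 minutes, ambient) reports Rab9 promoter activation. Before that, stable Rab9-luciferase Huh7 cells (1500/well, reduced-serum OP-MEM I plus 10% FBS) were exposed to compound for 24 hours at 37C.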
NPC1 promoter act: activates the NPC1 promoter; Huh7 NPC1 promoter luciferase reporter, 24 h; Potency, µM (series often up to 9.22 µM), inactives show top-dose activation, actives largely listed as activators; AID 485313; hit rate 2.4% among 320,000;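 also: potency is read from the fitted curve at half-maximal effect; % of control where 0% means no effect; nearly all actives have a fitted effect of over 60% in size; reporter is driven by a mutant NPC1 promoter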
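NPC1 promoter–luciferase Huh7 cells; 24 h compound; luminescence.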
Coupling enz: inhibits coupling enzyme system, counter-screen for aldolase hits; hit rate 0.67% among 290,000; coupling enzyme system counterscreen, AmpLite Red fluorescence; AID 2472; activity change, negative = inhibition, % at 58.2 µM, hits read low; in the data active = activity change below about -30%; also: % is scaled to controls: 0 for no effect and ±100 for the full control effect
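Counterscreen of the coupled detection system alone, without aldolase: glyceraldehyde-3-phosphate coupling enzymes plus AmpLite Red readout. Compounds at 57.5 uM final, 10 min RT preincubation, 20 min RT reaction, fluorescence 525/598 nm.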
KCNH2 3.1 block: blocks the human KCNH2 3.1 channel isoform; hit rate 0.95% among 340,000; activity change, % (tested at about 1.8 µM); U2OS KCNH2 3.1, thallium flux FluxOr; stronger effect = lower value;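 active = maximum activity change below -70%; inconclusive = maximum activity change from -70% to -50%; inactive = maximum activity change above -50%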;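 also: thallium influx rate constant from kinetic fluorescence after stimulation buffer; % is scaled to controls: 0 for no effect and ±100 for the full control effect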
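Measured as rate of thallium-driven FluxOr signal in transduced U2OS cells carrying the 3.1 channel, read kinetically for 2 min upon stimulation; values are rate constants scaled to DMSO control wells.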
Giardia killer: kills Giardia lamblia; Giardia lamblia trophozoite viability; activity change, % at 7.66 µM, hits read low; hit rate 0.15% among 340,000; AID 540267; in the data active = activity change below about -80%; inconclusive = between about -30% and that limit;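 also: parasites exposed to compound for two days anaerobically before the ATP read; % is scaled to controls: 0 for no effect and ±100 for the full control effect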
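Killing of trophozoites was scored by loss of ATP luminescence after a 48 hrs anaerobic exposure to compounds at 37 deg C, using 100 cells per well.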
Active calls of the source: *; ? = inconclusive; . = no result given; [ ] = dose if it differs, or a comment. Unless noted, calls follow the shape of the dose curve; as a rule, active = well fitted curve in the direction sought with a large enough effect; inconclusive = small, poorly fitted or top-dose-only effect, or another doubt; inactive = no such curve, though single readings can be large; an effect the other way counts as inactive or inconclusive.

SMILES	FLuc counter	uPA surface inh	Tb PFK inh	RORg inh	Gal4-VP16 FLuc	ELG1 genotoxic	Rab9 promoter act	NPC1 promoter act	Coupling enz	KCNH2 3.1 block	Giardia killer
COc1cc(C(=O)NCCCCc2ccccc2)cc(OC)c1OC	-3%	5%	-3%	7%	-9%	-6%	-1%	-5%	4	-6	-21
CC(=O)CSc1ncnc2sc3c(c12)CCCC3	?	2%	0%	-29%	11%	2%	-3%	1%	2	-9	1
O=C1CCCc2nc(N3CCN(C(c4ccccc4)c4ccccc4)CC3)ncc21	1%	5%	3%	28%	-1%	-9%	0%	-9%	0	0	-1
c1ccc(COc2ccccc2CNC2CCCC2)cc1	0%	-12%	-4%	?	-13%	-6%	-3%	4%	-4	-5	-19
Cc1n[nH]c(C)c1S(=O)(=O)N1CCCC(C(=O)N2CCN(c3ccc(Cl)cc3)CC2)C1 (stereo unspecified)	-2%	-7%	0%	39%	-5%	-12%	-23%	-1%	5	-21	-14
CCC(Sc1ncnc2c1nnn2-c1ccc(F)cc1)C(=O)OC (stereo unspecified)	5.4µM*	-8%	1%	?	-9%	?	?	?	-1	-8	-11
CCOc1ccccc1OCCCC(=O)Nc1cccc(-n2cnnn2)c1C	5%	19%	0%	.	.	4%	-2%	-1%	.	4	-10
CCc1nn(C)c2c(=O)c(=O)c2n(C)[nH]1	-3%	3%	3%	1%	-11%	-6%	-1%	-4%	1	-4	8
Cc1cc(C(=O)O)ccc1-c1ccc(/C=C2\NC(=O)N(Cc3ccccc3Cl)C2=O)o1	?	-3%	3%	9%	-19%	-5%	12%	-3%	-12	-2	-15
O=C(Nc1nncs1)c1cccc(S(=O)(=O)N2CCc3ccccc32)c1	?	-2%	-1%	-9%	7%	-2%	4%	-4%	18	13	7
COCCN1C(=O)C(=O)/C(=C(/O)c2cccc(OC)c2)C1c1ccncc1 (stereo unspecified)	-2%	1%	-9%	-7%	-6%	-3%	5%	4%	0	42	?
O=S(=O)(Nc1nccs1)c1ccc(F)cc1	?	-12%	-8%	33%	1%	13%	10%	5%	0	3	2
Fc1ccc(CSc2nc3ncccc3[nH]2)cc1	13µM*	-7%	-13%	-32%	-11%	?	?	?	0	2	-18
COc1cc(CC(=O)Nc2nc(-c3ccc(F)c(F)c3)cs2)cc(OC)c1OC	5%	1%	-24%	18%	?	-13%	-22%	-27%	-2	-12	7
COc1ccc2c(c1)-c1nc(/N=C/c3cccc(OC)c3O)sc1CC2	?	-2%	-13%	25%	-16%	-2%	2%	-1%	6	-9	-6
O=C(NCCCn1ccnc1)c1cccc(S(=O)(=O)Nc2ccc(Br)cc2)c1	12%	1%	0%	.	.	0%	5%	-1%	.	1	-3
CC(=O)NC(CC(=O)NCc1ccncc1)c1ccccc1 (stereo unspecified)	-2%	6%	0%	?	?	3%	-2%	2%	.	-12	12
COCC(C)NC(=O)c1cc(-c2ccc(OC)c(OC)c2)on1 (stereo unspecified)	6%	.	-7%	-22%	-7%	5%	-1%	1%	-1	6	-2
COc1cccc(C(=O)Oc2cccc(N3C(=O)C4C5CC(C(Br)C5Br)C4C3=O)c2)c1 (stereo unspecified)	-24%	3%	.	17%	0%	.	.	.	-4	-8	-10
CC(C)(C)N1CC(c2nc3ccccc3n2CCOc2ccccc2)CC1=O (stereo unspecified)	8%	-8%	3%	30%	11%	6%	8%	1%	3	11	3
Cc1ccc(C(=O)N/C(=C/c2ccco2)C(=O)N2CCCCC2)cc1	-13%	-3%	0%	20%	-2%	4%	0%	0%	1	6	4
COc1ccc(CN2CCn3ncc(C(=O)Nc4ccc(Cl)cc4Cl)c3C2=O)cc1	1%	1%	-2%	-18%	-8%	-1%	1%	-4%	1	-10	15
O=C(Nc1cccc(C(=O)O)c1)/C(=C\c1ccccc1Cl)NC(=O)c1ccco1	0%	5%	0%	3%	4%	5%	0%	-3%	.	-3	-3
CC(C)(C)n1nnnc1C(c1ccc(C(F)(F)F)cc1)N(Cc1ccc(F)cc1)Cc1ccco1 (stereo unspecified)	0%	-15%	-5%	?	?	-1%	-3%	-4%	-2	-3	-21

In the list so far, 4 have a furan ring, fused or not.
SMILES	FLuc counter	uPA surface inh	Tb PFK inh	RORg inh	Gal4-VP16 FLuc	ELG1 genotoxic	Rab9 promoter act	NPC1 promoter act	Coupling enz	KCNH2 3.1 block	Giardia killer
Cc1cc(C(=O)O)ccc1-c1ccc(/C=C2\NC(=O)N(Cc3ccccc3Cl)C2=O)o1	?	-3%	3%	9%	-19%	-5%	12%	-3%	-12	-2	-15
Cc1ccc(C(=O)N/C(=C/c2ccco2)C(=O)N2CCCCC2)cc1	-13%	-3%	0%	20%	-2%	4%	0%	0%	1	6	4
O=C(Nc1cccc(C(=O)O)c1)/C(=C\c1ccccc1Cl)NC(=O)c1ccco1	0%	5%	0%	3%	4%	5%	0%	-3%	.	-3	-3
CC(C)(C)n1nnnc1C(c1ccc(C(F)(F)F)cc1)N(Cc1ccc(F)cc1)Cc1ccco1 (stereo unspecified)	0%	-15%	-5%	?	?	-1%	-3%	-4%	-2	-3	-21

Additional structures.
SMILES	FLuc counter	uPA surface inh	Tb PFK inh	RORg inh	Gal4-VP16 FLuc	ELG1 genotoxic	Rab9 promoter act	NPC1 promoter act	Coupling enz	KCNH2 3.1 block	Giardia killer
Cn1c(/C=N/c2nc3ccccc3[nH]2)nc2ccccc21	2%[2.3 µM]	-9%	12%	18µM*	?	-1%	0%	0%	2	-1	-6
CC(=O)Nc1ccc(SCC(=O)Nc2ccccc2-c2ccccc2)cc1	-2%	3%	-8%	12%	-7%	0%	-2%	4%	12	-11	37[activator]
COC(=O)c1[nH]c2ccc(Br)cc2c1NC(=O)CN1CCN(C2CCCCC2)CC1	-1%	-14%	-1%	-85%	?	?	-5%	-3%	0	?	?
CCCC12CN(C(=O)c3ccc([N+](=O)[O-])cc3)CC(C)(CN(C(=O)c3ccc([N+](=O)[O-])cc3)C1)C2=O	-1%	0%	0%	13%	-5%	-6%	-5%	2%	0	?	-12
COc1ccc(NC(=O)c2ccc(Cn3cc(Cl)cn3)cc2)cc1	-1%	2%	-6%	31%	-10%	-1%	-1%	1%	-4	-6	-5
Cc1cc(C)c2c(CCl)cc(=O)oc2c1	-7%	5%	4%	-5%	12%	?	-34%[inhibitor]	-16%	0	-2	7
O=S(=O)(c1ccc(F)cc1F)N1CCCN(c2ccc(C(F)(F)F)cn2)CC1	-1%	-1%	0%	29%	-5%	-7%	-7%	-1%	-1	-10	9
Cc1ccc(C)c(NC(=S)Nc2ccc(S(=O)(=O)Nc3ncccn3)cc2)c1	-1%	2%	0%	?	?	0%	-4%	-1%	3	3	5
COC(=O)CSc1nnc(CNc2ccc(F)cc2)o1	0%	3%	?	-19%	8%	-1%	7%	1%	3	3	-9
c1cc(-c2nnc(-c3ccncc3)o2)ccn1	3%	4%	2%	9%	-11%	0%	3%	-1%	2	-13	0
Cc1ccc(C)c(NC(=S)NNC(=O)c2cc3c(s2)CCC(C)C3)c1 (stereo unspecified)	-13%	6%	0%	-36%	-21%	1%	-2%	1%	7	4	1
CCOc1ccc(NC(=O)Nc2nc3ccc(S(C)(=O)=O)cc3s2)cc1	-9%	1%	-2%	-24%	4%	6%	1%	2%	0	.	-8
COc1cc(C(=O)NCCOc2ccc(Cl)cc2)ccc1OCc1c(C)noc1C	.	-6%	-3%	.	.	1%	-4%	-14%	.	10	36[activator]
CC1CCCCN1c1ccc(N)cc1C(N)=O (stereo unspecified)	-6%	3%	-2%	-25%	-7%	-3%	-1%	-7%	4	9	-11
CCOC(=O)c1sc(N(Cc2ccccc2)C(=O)CCl)nc1C	7%	-2%	-7%	?	-20%	?	-32%[inhibitor]	-30%[inhibitor]	0	18	-9
O=C1CC(c2ccsc2)c2cc3c(cc2N1)OCCO3 (stereo unspecified)	3%	?	-11%	-7%	11%	12%	-10%	0%	-3	10	6
CCN(CC(=O)Nc1ccc(NC(C)=O)cc1)C(=O)Cc1cccc2ccccc12	-6%	-1%	1%	-4%	1%	-9%	7%	-1%	.	9	12

Just Gal4-VP16 FLuc, uPA surface inh and Tb PFK inh, for some of the entries so far:
SMILES,Gal4-VP16 FLuc,uPA surface inh,Tb PFK inh
CCOc1ccccc1OCCCC(=O)Nc1cccc(-n2cnnn2)c1C,.,19%,0%
COCC(C)NC(=O)c1cc(-c2ccc(OC)c(OC)c2)on1 (stereo unspecified),-7%,.,-7%
